Assay outcomes from PubChem.
ABHD5-PLIN5 inh: inhibitors of human ABHD5-perilipin-5 interaction; Q00G26+Q8WTS1; Split G. princeps luciferase complementation, luminescence, 4 h; inhibition, % at 4 µM; 0.78% of 360,000 active;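 active = inhibition above the mean inhibition across every tested compound plus 3 SD, cut at about 22% in these data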;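 note: 0% = DMSO only wells and the 100% control is not disclosed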
NOD2-RIPK2 inh: inhibitors of human NOD2-RIPK2 interaction | O43353 | CHO BLA complementation NOD2-RIPK2, CCF4 ratio | inhibition, % at 4.98 µM | 0.38% of 360,000 active | AID 624267; in the data active = inhibition above about 21%;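 note: 0% = vehicle only and 100% = reference blocker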
EBV LMP1 NFkB: Epstein-Barr LMP1 NF-kappaB reporter inhibition. 0.69% of 350,000 active. inhibition, % at 12.5 µM. LMP1-induced NF-kappaB luciferase reporter cells, luminescence; in the data active = inhibition above about 41%;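 note: 0% = neutral control wells and 100% = reference inhibitor control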
NR2F2 inh: blocks human COUP-TFII nuclear receptor; P24468; HEK293T NGFI-A luciferase reporter, luminescence; inhibition, % at 8.6 µM; 0.7% of 370,000 active; AID 686940;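 active = inhibition above a per-plate cutoff, mean inhibition of test wells between control levels plus 3 SD, cut at about 38% in these data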;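 note: cells cotransfected with COUP-TFII expression vector driving the NGFI-A reporter; 0% = median of COUP-TF2 test wells and 100% = reporter-only cells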
MC4R barr agon: activates human MC4R beta-arrestin recruitment | P32245 | U2OS MC4R beta-arrestin complementation, luminescence; percent of melanotan II response, DMSO zero | activation, % at 8.9 µM | 0.98% of 360,000 active | AID 540308;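 active = activation above a per-plate cutoff, the mean activation of sample wells on that plate plus 3 SD, cut at about 8% in these data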
TLR9-MyD88 block: inhibitors of human TLR9-MyD88 binding; inhibition, % at 4.98 µM; 0.21% of 340,000 active; Q9NR96+Q99836; CHO BLA complementation TLR9-MyD88, CCF4 FRET ratio;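 active = inhibition above the mean over all tested compounds plus 3 SD, cut at about 21% in these data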;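 note: 0% = DMSO only wells and 100% = clavulanate BLA inhibitor control wells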
Target sequence (Q99836 whole entry, looked up): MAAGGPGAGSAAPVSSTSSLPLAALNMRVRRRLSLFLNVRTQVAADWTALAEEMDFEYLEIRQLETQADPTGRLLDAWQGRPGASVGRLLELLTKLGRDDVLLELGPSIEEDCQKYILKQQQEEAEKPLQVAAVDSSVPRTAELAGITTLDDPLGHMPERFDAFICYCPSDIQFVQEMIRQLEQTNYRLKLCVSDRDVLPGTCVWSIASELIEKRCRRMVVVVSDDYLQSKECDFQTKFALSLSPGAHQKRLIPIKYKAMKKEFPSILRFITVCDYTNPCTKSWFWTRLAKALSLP
Target sequence (Q9NR96 whole entry, looked up): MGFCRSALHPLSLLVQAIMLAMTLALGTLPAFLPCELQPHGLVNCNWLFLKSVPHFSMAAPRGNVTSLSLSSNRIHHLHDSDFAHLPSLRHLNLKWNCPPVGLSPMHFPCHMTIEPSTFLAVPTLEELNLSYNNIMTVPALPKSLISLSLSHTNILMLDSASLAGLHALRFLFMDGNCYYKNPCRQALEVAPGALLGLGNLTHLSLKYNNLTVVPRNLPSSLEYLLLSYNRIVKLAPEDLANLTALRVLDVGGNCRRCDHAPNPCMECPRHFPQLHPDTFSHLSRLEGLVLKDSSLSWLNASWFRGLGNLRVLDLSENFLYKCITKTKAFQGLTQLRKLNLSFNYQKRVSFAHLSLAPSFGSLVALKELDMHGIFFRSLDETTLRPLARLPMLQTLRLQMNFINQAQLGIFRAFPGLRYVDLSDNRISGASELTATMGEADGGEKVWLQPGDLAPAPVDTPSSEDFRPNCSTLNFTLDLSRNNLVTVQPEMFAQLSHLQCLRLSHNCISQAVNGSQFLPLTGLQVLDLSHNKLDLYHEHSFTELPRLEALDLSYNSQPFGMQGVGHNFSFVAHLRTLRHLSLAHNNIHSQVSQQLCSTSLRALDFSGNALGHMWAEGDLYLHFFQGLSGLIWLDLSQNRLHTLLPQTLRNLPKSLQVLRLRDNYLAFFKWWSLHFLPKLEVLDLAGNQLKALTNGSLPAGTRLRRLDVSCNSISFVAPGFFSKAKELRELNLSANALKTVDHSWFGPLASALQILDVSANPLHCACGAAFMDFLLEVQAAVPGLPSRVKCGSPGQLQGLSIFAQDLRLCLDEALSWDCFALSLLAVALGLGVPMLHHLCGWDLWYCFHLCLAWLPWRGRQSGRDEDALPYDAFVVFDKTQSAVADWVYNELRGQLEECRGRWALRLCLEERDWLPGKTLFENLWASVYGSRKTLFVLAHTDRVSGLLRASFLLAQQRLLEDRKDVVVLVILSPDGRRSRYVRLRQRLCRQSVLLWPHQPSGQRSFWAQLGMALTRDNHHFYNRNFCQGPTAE
MC4R antag cAMP: human MC4R antagonism in cAMP assay. P32245. MC4R-expressing cells, MTII-stimulated cAMP, LANCE TR-FRET. inhibition, % at 6.5 µM. 0.48% of 360,000 active;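 active = inhibition above its plate's cutoff, the mean of tested wells on that plate plus 3 SD, cut at about 29% in these data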;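 note: 0% = Melanotan II alone and 100% = Melanotan II plus saturating MCL0020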
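Assay system: U2OS cells stably expressing human melanocortin 4 receptor (MC4R) / Dosing: 6.5 µM / Timing: compound 30 min, challenge 1 h, detection 1 h / Measured by: Eu-cAMP/anti-cAMP TR-FRET, emission 671 nm / Replicates: singlicate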
NCOA1 inh: human NCOA1 inhibition; Q15788; HEK293 GAL4-SRC1 luciferase reporter, luminescence; inhibition, % at 3.6 µM; 0.12% of 360,000 active;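 active = inhibition above the campaign mean plus 3 SD, with each screening campaign given its own cutoff, cut at about 60% in these data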;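 note: 0% = DMSO treated cells and 100% = gossypol at 36 µM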
SRC2 inh: inhibits human steroid receptor coactivator 2 | inhibition, % at 9 µM | HEK293 GAL4-SRC2 luciferase reporter, luminescence | 0.17% of 370,000 active | Q15596;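 active = inhibition above the mean inhibition of all tested compounds plus 3 SD, set per campaign, cut at about 52% in these data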;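 note: 0% = DMSO treated cells and 100% = cells given Gossypol at 36 µM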
LRH-1 inv ag: suppresses constitutive activity of human LRH-1; HEK293T StAR-luciferase reporter, LRH-1 transfected, 24 h; AID 602396; inhibition, % at 3.6 µM; O00482; 0.13% of 360,000 active;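 active = inhibition above the mean inhibition of all tested compounds plus 3 SD, cut at about 73% in these data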;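 note: 0% = DMSO wells and 100% = reporter-only cells lacking LRH-1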
NCOA3 inh: human NCOA3 inhibition. Q9Y6Q9. HEK293 GAL4-SRC3 luciferase reporter, luminescence. inhibition, % at 3.6 µM. 0.17% of 360,000 active;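 active = inhibition above a per-campaign cutoff, the mean of all compounds plus 3 SD, cut at about 60% in these data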;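 note: 0% = DMSO-treated cells and 100% = gossypol-treated cells at 36 µM; higher means less SRC3-driven luciferase light from the GAL4 reporter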
Numbers without * were called inactive; . = no result given. Some of the compounds tested. The share of hits here may be higher or lower than overall.

SMILES	ABHD5-PLIN5 inh	NOD2-RIPK2 inh	EBV LMP1 NFkB	NR2F2 inh	MC4R barr agon	TLR9-MyD88 block	MC4R antag cAMP	NCOA1 inh	SRC2 inh	LRH-1 inv ag	NCOA3 inh
COc1ccc(C2=NN(C(=O)CSc3cn(C)c4ccccc34)C(c3ccc(OC)cc3)C2)cc1 (stereo unspecified)	0	10	-1	0	0.8	6	1	6	-13	-12	9
CCCn1c(=O)c(C#N)cn(C2CC2)c1=O	-2	-6	-4	14	0.9	-1	-2	-20	-22	20	24
COC(=O)c1ccc(-c2ncc(-c3cccc4ccccc34)o2)cc1	0	6	-20	5	-1.2	3	-5	-17	-8	14	-10
Cc1ccc(C23CC4CC(CC(C(=O)N5CCOCC5)(C4)C2)C3)cc1	9	-16	-2	-10	1.2	-6	13	-26	5	-1	12
COc1cc(C(=O)NC2CCN(Cc3nnnn3Cc3cccs3)CC2)cc(OC)c1OC	5	-2	12	13	-1.7	5	1	-6	-26	-10	8
O=C(O)CC1SC(=Nc2cccc(C(F)(F)F)c2)NC1=O (stereo unspecified)	-1	3	-1	-7	-0.6	-7	-2	10	-20	0	-20
NC(=O)CSc1nc2c(sc3ccccc32)c(=O)n1CCCC(=O)NCC1CCCO1 (stereo unspecified)	0	3	3	13	0.0	3	3	1	-18	-15	10
CN(C)/C(=N\S(=O)(=O)c1ccccc1)c1ccc([N+](=O)[O-])cc1	8	0	7	-3	-0.1	0	-7	-2	13	12	3
CN1CCCC(OC(=O)CCCC(=O)OC2CCCN(C)C2)C1 (stereo unspecified)	-1	-11	-12	-1	-2.5	3	-1	-13	14	5	-14
O=C(CCc1ccccc1)Nc1ccc2c(c1)OCCO2	-6	8	-9	-18	0.9	-10	11	-123	-68	-120	-112
CCC(=O)N1CCc2cc(S(=O)(=O)NCCN3CCCCC3CC)ccc21 (stereo unspecified)	0	-5	2	-6	0.9	-14	-1	-4	-6	-1	-6
Nc1nc(-c2c(Cl)cccc2Cl)no1	-7	-2	-2	14	-2.4	-3	0	5	-10	-4	17
CCOC(=O)Cn1nnc2c(sc3nc4c(c(-c5ccccc5)c32)CCC4)c1=O	10	-3	9	2	0.1	2	14	0	18	-11	-4
COc1ccc(NS(=O)(=O)c2cc(NC(=O)c3ccc(S(=O)(=O)N(C)C)cc3)ccc2N2CCOCC2)cc1	4	0	3	9	-1.6	0	13	6	4	12	-11
Cc1nn(C(=O)c2c(-c3ccccc3)noc2C)c(C)c1N=Nc1cc(C(F)(F)F)cc(C(F)(F)F)c1	8	-14	-2	7	-1.5	2	8	-12	-6	15	0
C=CCSc1nc2ccsc2c(=O)n1-c1cccnc1	-2	-6	-6	1	3.6	.	-4	5	-11	-12	8
Cc1c(C(=O)N2CCCC2)oc2ccc(Br)cc12	9	5	-8	-26	-1.9	7	4	-40	-37	-1	-9
CCOc1ccc(CCNC(=O)COC(=O)c2[nH]c(C)c(C(C)=O)c2C)cc1OCC	5	-10	-2	14	0.9	3	4	-4	-10	11	9
Cc1ccc(S(=O)(=O)N2CCCN(c3nccc(C(F)(F)F)n3)CC2)cc1	-1	-3	10	-8	5.0	.	15	11	13	-13	1
Cc1noc(C(=O)Nc2cccc(O)c2)c1Cl	4	7	-5	-18	0.6	-1	29*	-62	-66	-21	-19
Cc1ccc(CNC(=O)CCS(=O)(=O)c2ccc3c(c2)NC(=O)C(C)S3)cc1 (stereo unspecified)	0	1	.	5	1.2	8	4	0	-6	9	8
Cc1cccc(N2CCN(C(=O)NCc3ccc(Cl)cc3)CC2)c1	-6	-7	-2	4	6.7	-9	9	-1	-15	18	-11
Nc1ccc(C(=O)N2CCN(S(=O)(=O)c3ccc(Cl)cc3)CC2)cc1[N+](=O)[O-]	1	0	-2	.	-1.8	-1	12	1	.	6	8
O=C(NC(c1cccnc1)c1ccc2c(c1)OCO2)C1CCN(CCOc2ccc(Cl)cc2Cl)CC1 (stereo unspecified)	9	5	.	2	-0.5	.	-1	-10	-16	14	-10
COc1ccccc1N=Nc1c(C)n[nH]c1C	7	-6	4	23	1.0	-9	12	8	2	-10	3
CCc1ccc(OCc2nc(-c3ccccn3)no2)c(Br)c1	0	5	-33	-22	-1.1	8	1	-103	-42	-140	-78
C[C@H](CO)N1C[C@H](C)[C@@H](CN(C)C(=O)Nc2cccc3ccccc23)OCCCC[C@H](C)Oc2ccc(NS(=O)(=O)c3cn(C)cn3)cc2C1=O	5	1	.	7	.	.	.	8	-17	-8	24
O=c1c2sc(-c3ccccc3)cc2nc2n1CCC2	-2	0	24	-19	-1.0	1	-2	-74	-14	-185	-96
CN(C)S(=O)(=O)N1CCC(Oc2ccc(C(=O)NC3CCOC(C)(C)C3)cc2)CC1 (stereo unspecified)	-1	-6	4	7	-2.5	-11	21	2	-25	-6	-7
CCN(CC)Cc1c(C(=O)N/N=C/c2ccncc2)nnn1-c1nonc1N	1	-1	-26	-3	-0.8	1	9	8	-16	4	-16
Cc1cc2occ(CC(=O)N(C)CC(=O)Nc3ccc(F)cc3)c2cc1C	3	-11	-16	0	-2.2	-8	2	-7	7	31	5
S=C(c1c[nH]c2ccccc12)N1CCOCC1	-7	-6	3	16	-0.5	4	-2	-4	-13	-7	0
COc1cc2c(Cc3ccccc3)cncc2cc1O	13	0	-2	32	0.2	-14	-4	14	23	5	14
Cc1cccc(-c2noc(CN(C(=O)C34CC5CC(CC(C5)C3)C4)C(C)C)n2)c1	-6	-3	-2	14	0.8	0	3	-2	-29	-6	26
COC(=O)C1CCN(C(=O)COC(=O)c2ccc(=O)n(Cc3ccccc3)n2)CC1	5	3	3	-3	-1.2	-4	2	2	-24	20	11
COc1ccc2oc(C(=O)OCC(=O)NC(=O)NC(C)C)c(C)c2c1	-1	3	-4	-13	-1.6	8	1	12	-22	-23	11
CN1CCN(C(=O)N2c3ccccc3CCc3ccccc32)CC1	4	4	-7	4	-1.7	3	23	-4	-6	6	7
CCOc1ccccc1CN1CCNC(=O)C1CC(=O)NCCCn1cccn1 (stereo unspecified)	-3	-2	3	-15	-0.3	-2	13	-30	-4	-22	-3
Cc1ccc(NC(=O)COC(=O)Cn2nc(-c3ccc(F)cc3)oc2=O)cc1C	-2	3	-9	-19	5.4	2	12	3	4	-13	-21
CC1=C(C(=O)Nc2ccccc2C)C(c2ccc(C)o2)NC(=S)N1 (stereo unspecified)	2	2	-7	20	-0.4	1	12	-15	16	5	-2

10 successive entries from above, for reference:
SMILES	ABHD5-PLIN5 inh	NOD2-RIPK2 inh	EBV LMP1 NFkB	NR2F2 inh	MC4R barr agon	TLR9-MyD88 block	MC4R antag cAMP	NCOA1 inh	SRC2 inh	LRH-1 inv ag	NCOA3 inh
Cc1ccc(CNC(=O)CCS(=O)(=O)c2ccc3c(c2)NC(=O)C(C)S3)cc1 (stereo unspecified)	0	1	.	5	1.2	8	4	0	-6	9	8
Cc1cccc(N2CCN(C(=O)NCc3ccc(Cl)cc3)CC2)c1	-6	-7	-2	4	6.7	-9	9	-1	-15	18	-11
Nc1ccc(C(=O)N2CCN(S(=O)(=O)c3ccc(Cl)cc3)CC2)cc1[N+](=O)[O-]	1	0	-2	.	-1.8	-1	12	1	.	6	8
O=C(NC(c1cccnc1)c1ccc2c(c1)OCO2)C1CCN(CCOc2ccc(Cl)cc2Cl)CC1 (stereo unspecified)	9	5	.	2	-0.5	.	-1	-10	-16	14	-10
COc1ccccc1N=Nc1c(C)n[nH]c1C	7	-6	4	23	1.0	-9	12	8	2	-10	3
CCc1ccc(OCc2nc(-c3ccccn3)no2)c(Br)c1	0	5	-33	-22	-1.1	8	1	-103	-42	-140	-78
C[C@H](CO)N1C[C@H](C)[C@@H](CN(C)C(=O)Nc2cccc3ccccc23)OCCCC[C@H](C)Oc2ccc(NS(=O)(=O)c3cn(C)cn3)cc2C1=O	5	1	.	7	.	.	.	8	-17	-8	24
O=c1c2sc(-c3ccccc3)cc2nc2n1CCC2	-2	0	24	-19	-1.0	1	-2	-74	-14	-185	-96
CN(C)S(=O)(=O)N1CCC(Oc2ccc(C(=O)NC3CCOC(C)(C)C3)cc2)CC1 (stereo unspecified)	-1	-6	4	7	-2.5	-11	21	2	-25	-6	-7
CCN(CC)Cc1c(C(=O)N/N=C/c2ccncc2)nnn1-c1nonc1N	1	-1	-26	-3	-0.8	1	9	8	-16	4	-16

(continued)
SMILES	ABHD5-PLIN5 inh	NOD2-RIPK2 inh	EBV LMP1 NFkB	NR2F2 inh	MC4R barr agon	TLR9-MyD88 block	MC4R antag cAMP	NCOA1 inh	SRC2 inh	LRH-1 inv ag	NCOA3 inh
CCCNC(=O)Cc1c(O)c2ccccc2[nH]c1=O	-5	0	0	-7	-1.0	-1	-1	-11	0	6	3
CCOc1cccc2sc(=NC(=O)c3ccco3)n(CC(=O)OC)c12	4	0	4	20	-0.3	13	-3	15	-6	12	-9
O=C(CN(C1CC1)S(=O)(=O)c1ccc(S(=O)(=O)N2CCCCCC2)cc1)Nc1ccccc1	-5	4	-14	20	5.0	-1	7	0	13	9	9
COc1ccc(N(CC(=O)Nc2ccc(S(=O)(=O)N3CCOCC3)cc2)S(=O)(=O)c2ccc(F)cc2)cc1	-9	-10	-2	6	-2.3	-4	17	-7	10	9	16
O=C(NN=C1CCCC1)c1cc(Cl)cc(Cl)c1O	2	-1	11	-17	-0.9	0	19	-81	7	-13	-19
Cc1noc(C)c1NC(=O)Nc1ccc2c(c1)C(=O)N([C@@H](C)CO)C[C@@H](C)[C@H](CN(C)C(=O)Nc1cccc3ccccc13)OCCCC[C@H](C)O2	5	-4	-5	-7	-1.4	5	16	-5	14	-2	-13
CCN(c1ccccc1)S(=O)(=O)c1ccc(C(=O)Nc2cc(C)ccn2)cc1	-5	-3	-3	-6	-3.2	3	4	-29	16	-13	-21
O=c1c2nnn(-c3ccccc3)c2ncn1C/C=C/c1ccccc1	10	1	-1	-10	0.8	-6	-2	-10	6	0	24
Cc1sc2nc(C3CC3)nc(NCCNS(C)(=O)=O)c2c1C	-1	-2	0	-12	-1.6	-6	-4	4	-11	16	16
COc1cccc(N2CC(O)Cn3c2nc2c3c(=O)[nH]c(=O)n2C)c1 (stereo unspecified)	-3	-7	2	-3	0.3	-1	-6	1	1	8	6
CSCCC(NC(=O)c1ccccc1Cl)C(=O)NCC(c1cccs1)N(C)C (stereo unspecified)	4	-11	3	18	-2.4	-13	5	-4	-24	0	-4
